Statin myotox sup: suppressors of statin myotoxicity in C2C12 myotubes, primary screen, cell-based, single point, plate reader | AID 602340, 2012 | C2C12 myotubes + simvastatin, ATP luminescence, 48 h; scaled: DMSO 0, geranylgeraniol control 100 | rescue of ATP level, % at 7.49 µM | 0.78% of 330,000 active;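 active means mean ATP rescue above about 67%, or every replicate alone reaching that limit, limit read from the data, passing the limit was not always enough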;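 further: myotubes were challenged with 10 µM simvastatin during compound exposure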
PAX8 reporter: inhibitors of PAX8-driven TPO luciferase reporter, primary screen, RMG-I cells, single concentration | SteadyGlo, 24 h | inhibition, % at 12.6 µM | 1.2% of 360,000 active;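 active means mean replicate inhibition at least 60% with every replicate also reaching 60%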;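 further: luciferase light reporting Pax8 driven TPO promoter activity; plate controls were median of neutral control wells for no effect and mitoxantrone controls for full effect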
LGR2 inh: inhibitors of bursicon-induced LGR2 CRE-luciferase signal, primary screen, cell-based, HEK293, CRE-luciferase reporter, bursicon stimulation. inhibition, % at 9.99 µM. 0.35% of 380,000 active. AID 720647, 2013. bursicon-stimulated, 4 h. Drosophila bursicon receptor LGR2 (rickets);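 active means drop in luminescence signal, shown as inhibition above about 50% in the replicate tests, limit read from the data, passing the limit was not always enough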;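 further: agonist challenge used bursicon conditioned medium at about half maximal strength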
GSIS activator: GLuc luminescence reporter in INS-1E cells, primary screen for activators of glucose-dependent secretion of insulin; INS-1E GLuc reporter insulin secretion, 2-3 h; activation, % at 16.6 µM; 0.61% of 370,000 active;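 active means lowest replicate activation of at least 40%, so every replicate reaches that level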;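 further: 0% = median of neutral control wells and 100% = median of IBMX positive control wells; some compounds called inactive have numbers as strong as hits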
ARNT TACC3 PPI: disruptors of ARNT/TACC3 protein interaction, primary screen, biochemical, AlphaScreen, single concentration; Transforming acidic coiled-coil-containing protein 3 (Homo sapiens), Q9Y6A5; inhibition, % at 9.99 µM; AlphaScreen His-ARNT PAS-B/GST-TACC3 binding, luminescence; TACC3 fragment carries E629A point mutation; 0.66% of 390,000 active;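 active means mean inhibition of replicates at least 50% and at least half of replicates each reaching 50%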;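 further: 0% = complete ARNT plus TACC3 wells and 100% = ARNT alone without TACC3; many hits fall short of the cut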
PglD DTNB: C. jejuni PglD acetyltransferase inhibitors, primary screen, biochemical, DTNB colorimetric, single point; 0.098% of 360,000 active; purified PglD enzyme, DTNB colorimetric CoA detection; inhibition, % at 12.5 µM; in the data active means inhibition above about 16%, passing the limit was not always enough; further: strong numbers were not always called active
Cneo AK release: Cryptococcus neoformans cell lysis inducers, primary screen, AK release luminescence, single concentration. C. neoformans lysis, adenylate kinase release luminescence, 4 h; normalised: neutral wells 0, clomiphene wells 100. lysis activity, % at 15 µM. 0.2% of 360,000 active. AID 651654, 2012;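 active means mean lysis activity across replicates of at least 80%, whatever share of replicates individually reach that level; inactive means mean lysis activity below 80%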
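Assay system: log-phase C. neoformans yeast / Quantity: yeast cell density of 5 × 10^6 cells/mL / Medium: fresh YPD growth medium / Compound: single dose / Timing: static 4 h at 37 °C with compound, 1 h detection / Measured by: adenylate kinase release luminescence / Read-out: lysis from increased AK signal / Benchmarks: Clomiphene as positive lysis control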
PGC1a acetyl inh: inhibitors of PGC1a acetylation signal, primary screen, cell-based, U2OS, AlphaScreen, inhibitor mode; AlphaScreen anti-acetyl-lysine; with virally co-expressed GCN5 acetyltransferase; inhibition, % at 15.6 µM; 0.17% of 350,000 active;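 active means every replicate shows inhibition of at least 40%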;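 further: 0% = neutral control wells and 100% = positive control wells; some results beyond the cut were filed as inactive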
Numbers without * were called inactive. This is a random part of the collection (roughly 2.9% active in at least one column).

Screening C[C@H](O)C#Cc1ccc2c(c1)O[C@H](CN(C)C(=O)c1ccncc1)[C@H](C)CN([C@H](C)CO)S2(=O)=O returned Statin myotox sup -1, PAX8 reporter 8, LGR2 inh 8, GSIS activator 5, ARNT TACC3 PPI -4, PglD DTNB -6, Cneo AK release 1 and PGC1a acetyl inh 6.
COC(=O)c1ccc(C)c(NC(=O)c2ccc(Cl)c([N+](=O)[O-])c2)c1 was read as Statin myotox sup -9, PAX8 reporter 15, LGR2 inh -10, GSIS activator -16, ARNT TACC3 PPI -3, PglD DTNB -7, Cneo AK release 0 and PGC1a acetyl inh 1.
For C[C@H]1CN([C@@H](C)CO)C(=O)c2c(c3ccccc3n2C)-c2ccccc2CO[C@H]1CN(C)Cc1ccc2c(c1)OCCN2C the results were PAX8 reporter 1, LGR2 inh 6, GSIS activator -11 and PGC1a acetyl inh -2.
`COC(=O)c1c(-c2cccs2)csc1NC(=O)CSc1ncnc2sc(C)c(C)c12` gave Statin myotox sup 29, PAX8 reporter 19, LGR2 inh 2, ARNT TACC3 PPI 0, PglD DTNB -1 and PGC1a acetyl inh -12.
`Cc1ccccc1NC(=S)Nc1ccc2cn[nH]c2c1` gave PAX8 reporter -38, LGR2 inh -1, GSIS activator 38 and ARNT TACC3 PPI 1.
For COc1cc(CC(NC(C)=O)C(=O)NC2CCN(C(=O)c3cc(OC)c(OC)c(OC)c3)CC2)cc(OC)c1 (stereo unspecified) the results were Statin myotox sup 3, PAX8 reporter 7, LGR2 inh 17, GSIS activator 1, ARNT TACC3 PPI -6, PglD DTNB -3, Cneo AK release 2 and PGC1a acetyl inh -2.
C=CCN(CC=C)CC(O)CN(c1cc([N+](=O)[O-])ccc1OC)S(=O)(=O)c1ccccc1 (stereo unspecified) was read as Statin myotox sup 6, PAX8 reporter -1, LGR2 inh 20, GSIS activator -7, ARNT TACC3 PPI -11, PglD DTNB -7, Cneo AK release -1 and PGC1a acetyl inh -8.
Screening CCCc1nc2ccc(N)cc2c(=O)n1Cc1ccccc1Cl returned Statin myotox sup 0, PAX8 reporter -14, LGR2 inh -24, GSIS activator -2, ARNT TACC3 PPI -8, PglD DTNB -1 and Cneo AK release -1.
For CCC1=C(OC(=O)N(CC)CC)N2C(=O)OC(=NCC3CC3)[C@]2(Cc2ccccc2)[C@H]2C1=CC[C@H]1C(=O)N(CC)C(=O)[C@H]12 the results were Statin myotox sup 9, PAX8 reporter -17, LGR2 inh 5, GSIS activator -20, ARNT TACC3 PPI 7, PglD DTNB 0 and Cneo AK release 11.
CCOc1ccc(/C(O)=C2/C(=O)C(=O)N(CCCN3CCOCC3)C2c2ccc(F)cc2)cc1C (stereo unspecified) was read as Statin myotox sup 7, PAX8 reporter 16, LGR2 inh 17, GSIS activator 4, ARNT TACC3 PPI 8, PglD DTNB 2, Cneo AK release 1 and PGC1a acetyl inh 8.
`COc1ccc(N2CCN(CCNC(=O)CCNS(=O)(=O)c3cccs3)CC2)cc1` gave Statin myotox sup -8, ARNT TACC3 PPI 14, PglD DTNB -3, Cneo AK release 0 and PGC1a acetyl inh 8.
Cc1cc(=O)oc2cc(OCC(=O)N/N=C/c3ccccc3O)ccc12 was read as Statin myotox sup -1, PAX8 reporter -2, LGR2 inh -2, GSIS activator 4, ARNT TACC3 PPI -4, PglD DTNB 3, Cneo AK release -1 and PGC1a acetyl inh 3.
Screening C[C@@H]1CN([C@@H](C)CO)C(=O)c2cc(-c3cccc(F)c3)cnc2O[C@H]1CN(C)Cc1ccccc1 returned Statin myotox sup -20, LGR2 inh 4, GSIS activator 3, ARNT TACC3 PPI -1, PglD DTNB 0, Cneo AK release -3 and PGC1a acetyl inh -2.
CC(C)NC(=O)N(C)C[C@H]1Oc2ccc(NS(C)(=O)=O)cc2CC(=O)N([C@@H](C)CO)C[C@@H]1C was read as Statin myotox sup 15, PAX8 reporter -8, LGR2 inh 16, GSIS activator 17, ARNT TACC3 PPI -6, PglD DTNB -2, Cneo AK release -3 and PGC1a acetyl inh -5.
Screening CCC(C)[C@@H](C(=O)Nc1ccc(OC)c(OC)c1)N1Cc2ccccc2C1=O (stereo partly specified) returned Statin myotox sup 22, PAX8 reporter -1, LGR2 inh 20, GSIS activator -5, ARNT TACC3 PPI 1, PglD DTNB 2, Cneo AK release 1 and PGC1a acetyl inh 5.
[O-][n+]1ccc(C(O)c2ccccc2)cc1 (stereo unspecified) was read as Statin myotox sup 2, PAX8 reporter -10, LGR2 inh -8, GSIS activator 9, ARNT TACC3 PPI -5, PglD DTNB -2, Cneo AK release -7 and PGC1a acetyl inh -1.
For CCCCn1c(N)c(N(CC(C)C)C(=O)c2ccc([N+](=O)[O-])o2)c(=O)[nH]c1=O the results were Statin myotox sup -1, PAX8 reporter 1, LGR2 inh -3, GSIS activator 2, ARNT TACC3 PPI -6, PglD DTNB 2, Cneo AK release 0 and PGC1a acetyl inh -8.
`CN1c2ccc(-c3ccc(F)cc3)cc2[C@@H]2[C@@H](CCN2S(=O)(=O)c2cccc(F)c2)[C@H]1CO` gave Statin myotox sup -4, PAX8 reporter -1, LGR2 inh -5, GSIS activator 3, ARNT TACC3 PPI -1, PglD DTNB -1, Cneo AK release -1 and PGC1a acetyl inh 4.
`COc1ccc2ncc(S(=O)(=O)c3ccccc3)c(N3CCC4(CC3)OCCO4)c2c1` gave PAX8 reporter 21, LGR2 inh -5, GSIS activator 25 and ARNT TACC3 PPI -1.
`Cc1ccc(S(=O)(=O)N2CCC(C(=O)N[C@@H](C)C(=O)NC3CCS(=O)(=O)C3)CC2)cc1` (stereo partly specified) gave PAX8 reporter 3, LGR2 inh -2, GSIS activator 7, ARNT TACC3 PPI -21, PglD DTNB 2 and Cneo AK release 0.
For CCC(CC)c1nc2cc(OC)c(OC)cc2c(=O)o1 the results were Statin myotox sup 6, ARNT TACC3 PPI -4, PglD DTNB 5, Cneo AK release -1 and PGC1a acetyl inh 15.
For Cn1c(NC(=O)c2cccs2)c(-c2cccs2)c(=O)c2ccccc21 the results were Statin myotox sup 9, ARNT TACC3 PPI 2, PglD DTNB -5, Cneo AK release 2 and PGC1a acetyl inh 0.
`C[C@H](CO)N1C[C@H](C)[C@@H](CN(C)Cc2ccc(-c3ccccc3)cc2)Oc2cc(C#CC(C)(C)O)ccc2S1(=O)=O` gave Statin myotox sup -81, LGR2 inh 1, GSIS activator -4, ARNT TACC3 PPI -4, PglD DTNB 1, Cneo AK release 3 and PGC1a acetyl inh 0.
CCN1C(=O)[C@H]2[C@@H](c3ccccc3)N3C(=O)N(c4cccc(F)c4)C(=O)[C@@]3(CC(C)C)[C@H]2C1=O was read as Statin myotox sup 12, ARNT TACC3 PPI -12, PglD DTNB -2, Cneo AK release -2 and PGC1a acetyl inh -3.
Screening COc1ccccc1N1CCN(Cc2nc3ccsc3c(=O)[nH]2)CC1 returned Statin myotox sup 126*, ARNT TACC3 PPI -4, PglD DTNB 0, Cneo AK release 1 and PGC1a acetyl inh 4.
Screening CCOC(=O)c1[nH]c2ccc(OCC)cc2c1CCCN1C(=O)c2ccccc2C1=O returned PAX8 reporter 17, LGR2 inh 5, GSIS activator 6 and ARNT TACC3 PPI -1.
`Cc1ccc(S(=O)(=O)NC2=NCN(CCOC(=O)c3ccccc3)CN2)cc1` gave Statin myotox sup 28, LGR2 inh 8, GSIS activator 3, ARNT TACC3 PPI -16, PglD DTNB 2, Cneo AK release -2 and PGC1a acetyl inh -8.
Screening Cc1noc(C)c1S(=O)(=O)Nc1ccc2c(c1)C(=O)N([C@@H](C)CO)C[C@@H](C)[C@@H](CN(C)Cc1ccc(-c3ccccc3)cc1)O2 returned Statin myotox sup 44, LGR2 inh 11, GSIS activator -31 and PGC1a acetyl inh -1.
`CCOC(=O)Cc1csc(NC(=O)c2sc3nc4ccc(C)cc4cc3c2N)n1` gave Statin myotox sup 12, ARNT TACC3 PPI -3, PglD DTNB 1, Cneo AK release -6 and PGC1a acetyl inh -3.
Screening O=C(COC(=O)c1c2ccccc2cc2ccccc12)Nc1ncc(C(F)(F)F)cc1Cl returned Statin myotox sup 2, PAX8 reporter 10, ARNT TACC3 PPI -4, PglD DTNB 3, Cneo AK release 3 and PGC1a acetyl inh 0.
Screening COCC(=O)Nc1ccc2c(c1)OC[C@@H](C)N(C(=O)c1cccnc1)C[C@H](C)[C@@H](OC)CN(C)C2=O returned Statin myotox sup 8, LGR2 inh -1, GSIS activator 9, ARNT TACC3 PPI -5, PglD DTNB -1, Cneo AK release 3 and PGC1a acetyl inh 9.
CCCn1c(-c2cc(OC)c(OC)c(OC)c2)nc2c1c(=O)[nH]c(=O)n2Cc1ccccc1 was read as Statin myotox sup -11, PAX8 reporter 4, LGR2 inh -3, GSIS activator 6, ARNT TACC3 PPI -10 and PGC1a acetyl inh 0.
Screening Cc1cccc(NC(=O)C2CC(=O)OC23CCCCC3)c1 (stereo unspecified) returned Statin myotox sup -13, ARNT TACC3 PPI -2, PglD DTNB -1, Cneo AK release -2 and PGC1a acetyl inh 18.
Screening CC1=Nc2ccccc2N=C(NC(=O)CSC(=S)N2CCCCC2)C1c1ccccc1 (stereo unspecified) returned Statin myotox sup -4, PAX8 reporter 22, LGR2 inh 11, GSIS activator 2 and ARNT TACC3 PPI -4.
`Cc1cc(NS(=O)(=O)c2ccc(NC(=O)CSc3nnc(-c4ccco4)n3N)cc2)nc(C)n1` gave PAX8 reporter -3, LGR2 inh 13, GSIS activator 21, ARNT TACC3 PPI 5 and PGC1a acetyl inh 7.
O=C(C[C@@H]1CC[C@@H]2[C@H](COC[C@H](O)CN2C(=O)Nc2ccccc2)O1)NCc1ccccc1F was read as Statin myotox sup 22, PAX8 reporter -3, LGR2 inh 1, GSIS activator -13, ARNT TACC3 PPI 5, PglD DTNB -1, Cneo AK release -1 and PGC1a acetyl inh 0.
`CC(CN1C(C)CCCC1C)OC(=O)c1cccc(F)c1` (stereo unspecified) gave Statin myotox sup 1, PAX8 reporter 5, LGR2 inh -3, GSIS activator 11, ARNT TACC3 PPI 11, PglD DTNB -2 and Cneo AK release -1.
For O=C(c1ccc2nc(N3CCCCC3)sc2c1)N1CCN(c2ccccn2)CC1 the results were Statin myotox sup 21, PAX8 reporter -106, LGR2 inh -88, GSIS activator 19, ARNT TACC3 PPI -2, PglD DTNB 1, Cneo AK release -3 and PGC1a acetyl inh 2.
Screening CC(=O)c1ccc(S(=O)(=O)NCc2ccc(C(=O)N(C)CC(=O)Nc3cccc(F)c3)cc2)cc1 returned Statin myotox sup -21, PAX8 reporter 16, LGR2 inh 5, GSIS activator -2, PglD DTNB 4, Cneo AK release -3 and PGC1a acetyl inh 1.

No new results follow: entries from further up.
For CCC(CC)c1nc2cc(OC)c(OC)cc2c(=O)o1 the results were Statin myotox sup 6, ARNT TACC3 PPI -4, PglD DTNB 5, Cneo AK release -1 and PGC1a acetyl inh 15.
For Cn1c(NC(=O)c2cccs2)c(-c2cccs2)c(=O)c2ccccc21 the results were Statin myotox sup 9, ARNT TACC3 PPI 2, PglD DTNB -5, Cneo AK release 2 and PGC1a acetyl inh 0.
`C[C@H](CO)N1C[C@H](C)[C@@H](CN(C)Cc2ccc(-c3ccccc3)cc2)Oc2cc(C#CC(C)(C)O)ccc2S1(=O)=O` gave Statin myotox sup -81, LGR2 inh 1, GSIS activator -4, ARNT TACC3 PPI -4, PglD DTNB 1, Cneo AK release 3 and PGC1a acetyl inh 0.
